CXXC DNA block – MLL CXXC-DNA interaction inhibition; Potency, µM (top dose mostly 115 µM), for the others: top-dose activity change, negative = inhibition, most hits filed as inhibitors; MLL-CXXC / FITC-HOXA9 DNA fluorescence polarization; actives 0.037% (n = 290,000); active = well fitted inhibition curve with a large enough effect in the polarisation, with a control signal flat, not every such curve was filed as active; inconclusive = small, poorly fitted or top-dose-only effect, or effect the other way, or a change in a side signal; inactive = no such curve, though single readings can be large or run the other way; the % refers to the polarisation; also: potency is read from the fitted curve at half-maximal effect
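Purified MLL-CXXC (added from a 7 uM solution) was preincubated 5 min at ambient with pinned compounds in 50 mM Tris-HCl pH 7.5, 50 mM NaCl, 1 mM DTT, 0.05% BSA. Fluorescein-labeled HOX-A9 DNA (50 nM solution) followed, 30 min, then polarization read.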
Integrin act MD – integrin-mediated muscular dystrophy alleviation activation. alpha7betagal myoblasts, beta-gal FDG fluorescence, 48 h. actives 0.064% (n = 350,000). AID 624291. Potency, µM (titrated, usually from 38.3 µM), inactives show at the highest dose activation, hits mostly activators;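 also: potency is read from the fitted curve at half-maximal effect; 100% = response of the positive control SU9516; nearly all actives have a fitted effect of over 60% in size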
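alpha7betagal+/- myoblasts (passage 13, 250/well) treated 48 h at 37C with compounds at 1:260 dilution of DMSO stock. Lysed, then beta-galactosidase activity read as FDG fluorescence (ex 480/em 540) after 30 min, with pre-read for autofluorescence.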
GALK inh – inhibitors of human galactokinase | P51570 | Purified GALK, Kinase-Glo residual ATP luminescence | Potency, µM (top dose mostly 57.5 µM), for the others: at the highest dose activity change, negative = inhibition, actives largely listed as inhibitors | actives 0.007% (n = 270,000); also: potency is read from the fitted curve at half-maximal effect; % is scaled to controls: 0 for no effect and ±100 for the full control effect
Target sequence (P51570 whole entry, looked up): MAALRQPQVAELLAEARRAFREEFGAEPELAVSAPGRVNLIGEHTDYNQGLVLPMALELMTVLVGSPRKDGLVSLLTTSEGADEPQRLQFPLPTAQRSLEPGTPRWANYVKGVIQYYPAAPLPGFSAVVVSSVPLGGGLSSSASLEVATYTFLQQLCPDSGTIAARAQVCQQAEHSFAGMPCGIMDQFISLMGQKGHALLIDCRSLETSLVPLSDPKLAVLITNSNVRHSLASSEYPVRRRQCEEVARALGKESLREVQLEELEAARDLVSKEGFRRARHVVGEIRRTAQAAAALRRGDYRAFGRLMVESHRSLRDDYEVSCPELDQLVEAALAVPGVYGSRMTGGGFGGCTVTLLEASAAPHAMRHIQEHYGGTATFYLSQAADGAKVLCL
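Human GALK (5 nM) with 35 uM ATP and 100 uM galactose in 20 mM HEPES pH 8.0, 5 mM MgCl2, 60 mM NaCl, 1 mM DTT, 0.01% BSA. After 1 h at room temperature, leftover ATP was read by Kinase-Glo Plus luminescence.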
S-ASM inh – blocks human secretory acid sphingomyelinase | P17405 | placental ASM, HMU-PC fluorogenic substrate, 60 min | Potency, µM (top dose mostly 57.5 µM), without a hit: at the highest dose activity change, negative = inhibition, actives largely listed as inhibitors | actives 0.006% (n = 340,000) | AID 504937; also: potency is read from the fitted curve at half-maximal effect
Target sequence (P17405 47-631 limits assumed): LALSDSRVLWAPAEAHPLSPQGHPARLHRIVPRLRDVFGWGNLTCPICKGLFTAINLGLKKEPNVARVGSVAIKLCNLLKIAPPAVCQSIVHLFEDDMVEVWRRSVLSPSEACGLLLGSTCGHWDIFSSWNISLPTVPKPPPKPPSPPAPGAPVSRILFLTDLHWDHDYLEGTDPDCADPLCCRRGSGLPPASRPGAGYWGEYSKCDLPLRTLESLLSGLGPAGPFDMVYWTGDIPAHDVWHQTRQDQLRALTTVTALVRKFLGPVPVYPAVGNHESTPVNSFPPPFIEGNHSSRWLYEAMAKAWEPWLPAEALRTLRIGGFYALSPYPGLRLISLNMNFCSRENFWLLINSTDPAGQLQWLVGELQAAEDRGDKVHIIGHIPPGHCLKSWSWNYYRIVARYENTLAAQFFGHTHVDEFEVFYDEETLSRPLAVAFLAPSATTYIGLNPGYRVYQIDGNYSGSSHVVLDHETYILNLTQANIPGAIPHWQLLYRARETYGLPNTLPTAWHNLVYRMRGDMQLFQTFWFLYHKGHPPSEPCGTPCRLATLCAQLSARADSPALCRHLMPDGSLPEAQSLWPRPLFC
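Human placenta-derived ASM preincubated with compound 10 min at room temperature, then reacted with 9 uM (final) fluorogenic HMU-PC substrate for 60 min at 37 C. Stop solution raises pH to 10; fluorescence read at Ex 386/Em 447 nm.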
FBPA coupling cs – counter-screen for Giardia aldolase inhibitors: coupling enzyme system | AID 2472 | activity change, negative = inhibition, % at 58.2 µM, hits read low | coupling enzyme system counterscreen, AmpLite Red fluorescence | actives 0.67% (n = 290,000); in the data active = activity change below about -30%; also: % is scaled to controls: 0 for no effect and ±100 for the full control effect
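First, compound is pin-transferred into glyceraldehyde-3-phosphate coupling-enzyme reagent at 57.5 uM final and held 10 min at RT. Next, substrate, coupling system and AmpLite Red are added. After 20 min RT, fluorescence (525/598 nm) is read.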
KCNH2 3.1 inh – inhibitors of human KCNH2 3.1 potassium channel isoform; activity change, % (tested at about 1.8 µM); actives 0.95% (n = 340,000); AID 720553; U2OS KCNH2 3.1, thallium flux FluxOr; active compounds read low;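 active = maximum activity change below -70%; inconclusive = maximum activity change from -70% to -50%; inactive = maximum activity change above -50%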;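 also: thallium influx rate constant from kinetic fluorescence after stimulation buffer; % is scaled to controls: 0 for no effect and ±100 for the full control effect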
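Thallium flux via FluxOr fluorescence (Red40 quencher, 45 min loading) in U2OS cells virally expressing the KCNH2 3.1 isoform (1.77 x 10^8 /mL virus, overnight at 37 C). Rate constants from 2-min kinetic reads post-stimulation, normalised to positive and negative controls.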
hERG WT inh – KCNH2 (human, wildtype) channel inhibition. U2OS, BacMam KCNH2, thallium flux FluxOr; active compounds read low. AID 720551. activity change, % at 1.84 µM. actives 0.37% (n = 340,000). Q12809;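 active = maximum activity change below -70%; inconclusive = maximum activity change between -70% and -50%; inactive = maximum activity change above -50%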; also: % is scaled to controls: 0 for no effect and ±100 for the full control effect
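U2OS cells were transduced with wild-type KCNH2 virus (2.03 x 10^8 / mL) for 4 h at room temperature, then cultured overnight at 37 C. Thallium flux was read with FluxOr dye. Rate constants were normalized to DMSO controls.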
MBNL1-CUG inh – blocks human MBNL1 binding to CUG repeat RNA; actives 0.036% (n = 280,000); Potency, µM (doses to about 57.5 µM), inactives show at the highest dose activity change, negative = inhibition, usual class: inhibitors; TR-FRET MBNL1-His/biotin-(CUG)12 binding, 665/545 ratio; active = well fitted inhibition curve with a large enough effect in the signal ratio, with a control signal flat, not every such curve was filed as active; inconclusive = small, poorly fitted or top-dose-only effect, or effect the other way, or a change in a side signal; inactive = no such curve, though single readings can be large or run the other way; the % refers to the signal ratio; also: potency is read from the fitted curve at half-maximal effect; % is scaled to controls: 0 for no effect and ±100 for the full control effect
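Inhibition of protein-RNA binding appears as loss of TR-FRET between terbium anti-His antibody on MBNL1-His and streptavidin-XL665 on biotin-(CUG)12. Activity is normalized to buffer-only and uninhibited-complex controls.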
TRPV1 ag – agonists of human vanilloid receptor 1 (TRPV1); Q8NER1; TRPV1-expressing cells, Fluo-8 calcium influx, agonist mode; activation, % at 8.33 µM; actives 0.19% (n = 320,000); AID 540275; in the data active = activation above about 80%; inconclusive = between about 30% and that limit; also: 0% is about no effect
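Fluo-8 calcium influx in TRPV1-expressing cells, kinetic read (ex 480/em 520 nm). Compound added and read 3 min for agonist activity, followed by capsaicin at EC20 final and 2 min further read for enhancement.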
A-T KAP1 phos – candidate therapy for ataxia-telangiectasia; […] A-T fibroblasts, KAP-1 phosphorylation AlphaLISA; neocarzinostatin DNA damage 30 min before lysis; Potency, µM (doses to about 57.5 µM), inactives show top-dose activation, hits mostly activators; actives 0.19% (n = 320,000); also: potency is read from the fitted curve at half-maximal effect; % of control where 0% means no effect; nearly all actives have a fitted effect of over 45% in size
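hTERT-immortalized A-T patient fibroblasts ([…]), 500 cells/well in OPTI-MEM, 1% FBS, got compounds for 60 min, then NCS for 30 min at 37C. Lysates were then assayed for phospho-KAP-1 by AlphaLISA (anti-pKAP1 donor, anti-KAP1 acceptor beads), 6 hr at 25C.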
An asterisk follows results filed as active; u = inconclusive; x = not tested or not shown; [ ] = remark or other dose. Unless noted, calls follow the shape of the dose curve; as a rule, active = well fitted curve in the direction sought with a large enough effect; inconclusive = small, poorly fitted or top-dose-only effect, or another doubt; inactive = no such curve, though single readings can be large; an effect the other way counts as inactive or inconclusive. Random draw from the library (roughly 2% active in at least one column).

SMILES	CXXC DNA block	Integrin act MD	GALK inh	S-ASM inh	FBPA coupling cs	KCNH2 3.1 inh	hERG WT inh	MBNL1-CUG inh	TRPV1 ag	A-T KAP1 phos
COC(=O)c1c(NC(=O)c2ccoc2C)sc(C)c1C	1%	4%	-2%	8%	x	-2	-4	-2%	-1	-2%
NSc1nc(N)c2nc(-c3ccccc3)c(-c3ccccc3)nc2n1	10%	1%	-2%	154%[activator]	3	1	-5	u	-1	1%
COc1cc(/C=N/NC(=O)c2ccncc2)cc(OC)c1OC	-1%	-16%	-5%	6%	-3	6	20	15%	-3	5%
CC(=O)N1CCN(C(=O)CCNS(=O)(=O)c2ccc(Br)cc2)CC1	x	-13%	x	4%	x	-3	1	x	-1	-4%
COc1ccccc1N1C(=O)c2ccc(C(=O)Nc3ccc(C(=O)O)cc3)cc2C1=O	1%	-5%	1%	1%	0	24	24	u	-4	5%
Cc1ccc(C(c2ccc(C)c(C)c2)C(O)C2OC(=O)C(O)C2O)cc1C (configuration not stated)	x	18%	x	-1%	x	10	1	x	x	x
COC(=O)CNC(=O)Cn1nc(C)c([N+](=O)[O-])c1C	1%	-7%	13%	3%	0	15	3	-10%	2	-6%
COc1cc(CN2CCN(c3cccc(C)c3C)CC2)cc(Br)c1O	-8%	-62%[inhibitor]	3%	-2%	0	-35	19	-17%	0	12%
COc1ccc(C2Nc3ccccc3C(=O)N2c2ccc(C)cc2)cc1Cn1nnc2ccccc21 (configuration not stated)	-10%	5%	2%	123%[activator]	-5	1	4	-2%	2	5%
CC(C)(C)c1ccc(CN2N=C(/C=C/c3ccccc3)CCC2=O)cc1	-1%	-14%	-2%	-20%	-4	-1	7	x	7	1%
CCN(CC)S(=O)(=O)c1ccc(C(=O)N2CCc3ccccc32)cc1	-2%	-6%	3%	1%	2	-5	-1	-7%	-2	13%
COc1ccc(C(=O)O)c(O)c1	x	25%	x	2%	x	6	2	x	x	x
COc1cc(/C=C(\C#N)c2ccccn2)ccc1OCC(=O)Nc1ccc(Br)cc1	5%	-10%	2%	-1%	-1	2	-3	8%	-7	-4%
CC(C)Cn1cc(C(=O)NCc2cccs2)c2c3ccccc3n(C)c2c1=O	-26%	2%[7.66 µM]	1%	7%	0	-13	48	61%[activator]	4	7%
CN(CC(=O)Nc1ccc(F)c(F)c1F)c1cnccn1	28%	x	4%	x	1	x	x	-1%	-2	27%
CC1CCc2c(nc3sc4c(c3c2N)CCCC4)C1 (configuration not stated)	2%	-28%	0%	-4%	-16	x	18	-7%	u	-9%
CN1CCN(C(=O)C2CC(c3c(F)cccc3Cl)=NO2)CC1 (configuration not stated)	-3%	15%	0%	5%	1	-25	-16	2%	-1	8%
Cc1cccc(NC(=O)C[n+]2cccc(C)c2)c1	4%	18%	-1%	5%	-2	7	-3	1%	-2	-3%
CC(=O)c1ccc(Oc2cc(-c3ccccc3)nc(-c3ccccc3)n2)cc1	1%	9%	0%	-2%	1	-22	0	x	1	1%
Cc1ccc(F)cc1NC(=O)N1CCNC(=O)C1CC(=O)Nc1cc(Cl)ccc1Cl (configuration not stated)	-2%	-32%	0%	x	x	-6	-2	3%	20	5%
CCN(C(=O)CSc1cc(C)c2cccc(C)c2n1)C1CCS(=O)(=O)C1 (configuration not stated)	2%	0%	15%	4%	2	-15	0	-9%	2	-4%
CCOC(=O)C1=C(O)C(=O)N(c2ccc(S(N)(=O)=O)cc2)C1c1ccccc1 (configuration not stated)	0%	24%	0%	3%	1	-8	3	15%	-1	1%
COC(=O)[C@H](Cc1ccccc1)NC(=O)N1CCN(Cc2ccccc2)CC1	-4%	5%	1%	-2%	2	8	-9	-5%	2	0%
COc1ccc(C2C(C(=O)c3ccc(C)o3)=C(O)C(=O)N2Cc2cccnc2)cc1OC (configuration not stated)	26%	22%	-1%	-1%	8	5	2	31%[activator]	-1	-1%
COC(=O)c1cc2n3ccccc3c(C)c(-c3ccccc3)c-2c1C(=O)OC	-22%	-19%	1%	-2%	-5	-7	-9	u	2	7%

Following part
SMILES	CXXC DNA block	Integrin act MD	GALK inh	S-ASM inh	FBPA coupling cs	KCNH2 3.1 inh	hERG WT inh	MBNL1-CUG inh	TRPV1 ag	A-T KAP1 phos
CC(=O)N1CCc2cc(Br)cc(S(=O)(=O)CCC(=O)Nc3c(C)n(C)n(-c4ccccc4)c3=O)c21	0%	3%	0%	5%	3	-4	0	-11%	-6	-2%
Cc1ccc(C(=O)N2[C@@H]3CN(C)C(=O)[C@@]2(Cc2ccccc2)[C@H]2C(=O)N(Cc4ccccc4)C(=O)[C@@H]32)cc1	x	20%	x	10%	x	-20	-3	x	x	x
Cc1cc(=O)n2c3ccccc3n(C)c2n1	2%	29%	1%	5%	1	11	3	-4%	1	1%
COc1ccc(Nc2nc(CC(C)=O)ns2)cc1OC	3%	15%	-3%	2%	1	1	-17	6%	2	10%
O=C1CCC[C@@H]2CC(N3CCCCC3)C[C@@H]3CCN1[C@H]23 (some centres not stated)	x	-1%	x	2%	3	1	-37	x	x	3%
CCCOC1CCCN(C(=O)CCc2nnc(CCCCc3ccccc3)o2)C1 (configuration not stated)	-13%	-9%	0%	-1%	-1	-2	-5	-8%	2	1%
CCOC(=O)N1CCN(C(=O)COc2cccc3c2CCN(Cc2ccccc2C)C3=O)CC1	0%	4%	0%	0%	0	3	11	x	2	0%
CC(=O)Nc1ccc(SCC(=O)N(CCC#N)c2cc(C)cc(C)c2)cc1	-1%	-33%	-1%	5%	5	-4	-7	0%	0	1%
COc1ccc(NC(=O)CSc2nnc(NC(=O)C3CCC3)s2)cc1	-2%	-34%	11%	0%	-3	7	-5	-4%	4	6%
O=C1c2cc(S(=O)(=O)NCCCO)ccc2-c2ccc(S(=O)(=O)NCCCO)cc21	24%	3%	-3%	3%	-1	-14	2	u	0	0%
O=C(NC1CCN(Cc2nnnn2CCc2ccccc2)CC1)c1ccccc1F	0%	-12%	2%	4%	-2	-12	3	-4%	3	1%
O=C(CN(C1CCCCC1)S(=O)(=O)c1ccc(Br)cc1)NCc1cccnc1	-10%	-11%	-1%	1%	2	18	23	3%	25	2%
COc1ccc2c(c1)cc(C(=O)O)n2C	1%	-21%	0%	2%	1	12	3	-11%	1	1%
Cc1ccc(CNC(=O)C2(NC(=O)Nc3ccc(C)cc3)CCCCC2)cc1	3%	17%	0%	5%	-9	-2	-3	5%	2	23%
CS(=O)(=O)N(CC(=O)N1CCC(C(N)=O)CC1)c1ccc(Oc2ccccc2)cc1	7%	-29%	8%	-2%	3	-2	-3	8%	-1	3%
NNC(=O)c1ccc(Cn2cc(Br)cn2)cc1	5%	16%	x	2%	1	x	4	16%[11.5 µM]	7	1%
COc1cccc(C(=O)C2CCCN(C/C=C/c3ccccc3OC)C2)c1 (configuration not stated)	3%	12%	-3%	-1%	-1	-10	9	-14%	7	7%
CCOc1ccc(C(=O)N[C@H](C(=O)O)C(C)C)cc1	-3%	-15%	2%	-2%	3	0	7	-9%	-2	x
Cc1ccc(N2NC(=O)/C(=C/c3ccc(-c4ccc(Cl)c(C(=O)O)c4)o3)C2=O)cc1	u	0%	-4%	u	0	x	-38	3%	-3	3%
CC(C)S(=O)(=O)C/C(N)=N/OS(=O)(=O)c1ccc(Cl)cc1	-3%	u	-1%	2%	2	20	3	x	-1	4%
O=C(CN1C(=O)NC2(CCCC2)C1=O)Nc1ccc(Cl)cc1C(F)(F)F	-1%	-2%	0%	2%	2	7	1	0%	-1	-2%
Cc1cccc(/N=C/c2c(C)[nH]n(-c3ccccc3)c2=O)n1	-6%	u	5%	-3%	0	-9	-30	13%	1	5%
COc1ccc(NC(=O)C2CCN(S(=O)(=O)c3c(C)noc3/C=C/N(C)C)CC2)cc1	11%	28%	-2%	-1%	x	-11	3	-6%	5	18%
Cc1occc(=O)c1OCc1ccc(F)cc1	5%	58%	-4%	3%	-1	5	4	-6%	1	1%
COc1ccc(C2CC(c3ccc(F)cc3)n3nc(NS(C)(=O)=O)nc3N2)cc1 (configuration not stated)	-2%	5%	1%	-3%	11	4	-11	11%	-7	6%
Cc1cc(C)c2c(c1)[C@@H]1C=CC[C@@H]1[C@H](c1ccc(S(=O)(=O)N3CCOCC3)cc1)N2	1%	-16%	-1%	-4%	-4	7	0	u	-4	4%

Two compounds from above with just FBPA coupling cs and GALK inh:
molecule,FBPA coupling cs,GALK inh
CN(CC(=O)Nc1ccc(F)c(F)c1F)c1cnccn1,1,4%
COc1ccc(NC(=O)C2CCN(S(=O)(=O)c3c(C)noc3/C=C/N(C)C)CC2)cc1,x,-2%

Compound activity from PubChem BioAssay.
